From PubChem BioAssay
eIF4E-4G inh = blocks eIF4E binding to eIF4G. TR-FRET eIF4E-eIF4GI(517-606) binding, 2 h. inhibition, % at 21.7 µM. 220,000 tested, 0.37% active. AID 782;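 active means inhibition above about 30%, limit read from the data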;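 further: 0% = full FRET control wells and 100% = background wells lacking eIF4GI fragment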
FXIIa inh = inhibitors of human coagulation factor XIIa | P00748 | purified FXIIa, Boc-QGR-AMC fluorogenic substrate, 2 h | inhibition, % at 5 µM | 220,000 tested, 0.3% active; in the data active means inhibition above about 40%;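 further: 0% = enzyme with no compound and 100% = blank without enzyme; many of its hits are not listed in these tables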
Rad51 HR inh = blocks human Rad51 in homologous recombination; Q06609; AID 1385; 200,000 tested, 0.085% active; hRad51 DNA strand exchange, fluorescence dequenching; inhibition, % at 10 µM;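 active means inhibition above 40% at the single screening dose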;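 further: 0% = DMSO control wells and 100% = blanks with heterologous ssDNA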
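Material: human Rad51–ssDNA filaments; Probe or stimulus: labelled 47-mer dsDNA for strand exchange; Doses: single 10 µM dose; Incubation: 37 °C 15-min filament assembly, 30-min compound preincubation, 15-min exchange; Technique: FRET fluorescence dequenching, excitation 485 nm, emission 520 nm; Measure: Fluorescence-based percent inhibition, control- and blank-normalised; Benchmarks: plate control and blank wells.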
p97 ATPase inh = blocks human p97 ATPase activity. 220,000 tested, 0.42% active. AID 1481. inhibition, % at 8 µM. recombinant p97 ATPase, Kinase-Glo ATP luminescence, 3 h; in the data active means inhibition above about 15%;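 further: 0% = DMSO vehicle and 100% = wells lacking enzyme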
Target sequence (P55072 whole entry, looked up): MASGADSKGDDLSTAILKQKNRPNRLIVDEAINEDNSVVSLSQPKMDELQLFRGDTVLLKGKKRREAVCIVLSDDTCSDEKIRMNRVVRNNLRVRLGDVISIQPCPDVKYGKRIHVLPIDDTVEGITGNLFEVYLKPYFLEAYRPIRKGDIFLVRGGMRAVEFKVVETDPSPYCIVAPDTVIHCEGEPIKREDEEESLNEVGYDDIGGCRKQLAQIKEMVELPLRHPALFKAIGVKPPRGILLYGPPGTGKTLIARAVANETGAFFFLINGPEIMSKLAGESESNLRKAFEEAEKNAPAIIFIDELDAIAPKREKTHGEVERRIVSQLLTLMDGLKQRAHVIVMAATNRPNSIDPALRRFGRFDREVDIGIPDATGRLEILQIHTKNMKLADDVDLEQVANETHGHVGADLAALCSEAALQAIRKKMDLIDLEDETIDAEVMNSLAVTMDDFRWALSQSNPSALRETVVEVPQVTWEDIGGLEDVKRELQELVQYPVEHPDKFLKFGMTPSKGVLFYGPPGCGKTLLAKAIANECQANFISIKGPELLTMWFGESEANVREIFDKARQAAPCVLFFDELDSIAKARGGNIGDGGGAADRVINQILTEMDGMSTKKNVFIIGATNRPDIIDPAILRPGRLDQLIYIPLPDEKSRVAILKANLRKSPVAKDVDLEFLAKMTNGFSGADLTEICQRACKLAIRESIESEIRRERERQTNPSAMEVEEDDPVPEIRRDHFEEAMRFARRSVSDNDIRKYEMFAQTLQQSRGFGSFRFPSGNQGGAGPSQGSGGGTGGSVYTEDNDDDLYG
MDM2 E3 inh = blocks human Mdm2 ubiquitin ligase activity; Q00987; cell-based MDM2 ubiquitination luciferase reporter, 2 h; 0 = plate control, 100 = twice control, blank-subtracted; signal enhancement, % at 5 µM; 210,000 tested, 0.11% active; AID 1230;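 active means signal enhancement of 30% or more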;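 further: luminescence tracks abundance of the self-degrading MDM2-luciferase fusion protein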
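Material: stable MDM2–luciferase fusion reporter cells / Quantity: 2000 cells/well / Dosing: single 5 µM compound dose, 0.2% final DMSO / Buffer or medium: DMEM / Schedule: 4 h cell settling then 2 h compound exposure, 37 °C / Detection: luminescence with SteadyLite reagent, 15 min at room temperature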
Wee1 degr inh = inhibitors of human Wee1 degradation; P30291; reporter increase, % at 5 µM; HeLa Luc-Wee1K328M stability, luciferase luminescence; 100% = proteasome inhibitor MG132 effect; 220,000 tested, 1.2% active;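 active means activation above the mean of all tested compounds plus 3 SD, set per screening run, cut at about 8.8% in these data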;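 further: cells exposed to compound for 20 h before luminescence read; 0% = DMSO alone and 100% = MG132 at 30 µM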
hK5 inh = inhibitors of human kallikrein 5; Q9Y337; recombinant hK5, fluorogenic AMC substrate cleavage; inhibition, % at 5 µM; 210,000 tested, 0.59% active; AID 873;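 active means inhibition of 40% or more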;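 further: 0% = enzyme controls without compound and 100% = no-enzyme blanks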
14-3-3 Bad PPI = disrupts binding of bovine 14-3-3 zeta to phospho-Bad peptide | 220,000 tested, 0.71% active | TR-FRET 14-3-3zeta/Dy647-pBad peptide displacement, 1 h | P63103 | inhibition, % at 21.7 µM;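 active means inhibition above about 70%, limit read from the data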;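 further: 0% = full 14-3-3 plus peptide FRET controls and 100% = background without 14-3-3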
FXIa inh 1536 = inhibitors of human coagulation factor XIa. purified FXIa, Boc-Glu-Ala-Arg-AMC fluorogenic substrate. inhibition, % at 5 µM. 220,000 tested, 0.14% active;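 active means inhibition of at least 40%; inactive means inhibition below 40%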;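 further: fluorescence of freed AMC excited at 355 nm; 0% = enzyme without compound and 100% = no enzyme blank; many of its hits are not listed in these tables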
* hit, by the source's call; i = inactive; . = not tested or not shown; [ ] = dose if it differs, or a comment.

1: COc1ccc(Cl)cc1C(=O)NNC(=O)c1cccc(S(=O)(=O)N(C)C)c1
2: Cc1ccc(S(=O)(=O)NNC(=S)Nc2c(Cl)cccc2Cl)cc1
3: CCOc1nc(NCCO)nc(NCCC2=CCCCC2)n1
4: CCOC(=O)c1[nH]c(C)c(C(=O)NC2CCCCC2)c1C
5: O=C(NCCc1cccc(Cl)c1)c1cccnc1
6: CCc1cc(C(=O)c2ccc(OC)cc2)c(NC(=O)CC(C)(C)CC(=O)O)s1
7: Cn1c(SCC(=O)Nc2ccc(Br)cc2)nc(O)cc1=O
8: COc1ccc(NC(=O)Cn2nc3n(c2=S)CCC3)cc1

compound no.,1,2,3,4,5,6,7,8
Rad51 HR inh,-5,-3,-2,-1,4,0,.,2
14-3-3 Bad PPI,3[fluorescence artefact?],-6,5,2,3[fluorescence artefact?],2,0,16
eIF4E-4G inh,1,5,1[fluorescence artefact?],-6,-5,-2,1,-5[fluorescence artefact?]
MDM2 E3 inh,-8,-12,-4,-8,-4,-8,-4,-18
hK5 inh,-10,-3,17,-19,-1,0,0,15
Wee1 degr inh,-1,-1,2,0,-2,8,0,-1
FXIIa inh,7,6,17,23,0,7,6,14
p97 ATPase inh,3,0,0,-5,5,-4,10,-1
FXIa inh 1536,7,-11,9,21,-7,0,0,0

9: CC(C)(C)C(=O)Nc1ccc(C(=O)Nc2cccnc2)cc1
10: Cc1ccc(S(=O)(=O)N2CCC(C)CC2)cc1[N+](=O)[O-]
11: NS(=O)(=O)c1ccc(NN=C2CCCCC2)c([N+](=O)[O-])c1
12: CCOc1cc(N2CCOCC2)c(OCC)cc1NC(=O)COC(=O)c1ccccc1C
13: Cn1cnc(S(=O)(=O)NCc2ccccc2)c1
14: COc1ccccc1CCn1c(N)c(C#N)c2nc3ccccc3nc21
15: CC(C)[C@H](NC(=O)OC(C)(C)C)c1nnc(SCC(=O)Nc2ccc(Br)cc2)o1
16: COC(=O)c1sc(N2C(=O)C(=O)/C(=C(/O)c3ccc(C)cc3)C2c2ccco2)nc1C (stereo not drawn)

compound no.,9,10,11,12,13,14,15,16
Rad51 HR inh,6,.,11,-35,.,3,-5,10
14-3-3 Bad PPI,11,-13,-3[fluorescence artefact?],-2,3,-4,-8[fluorescence artefact?],8
eIF4E-4G inh,3,-3,9,1,0,-4,-11,-12
MDM2 E3 inh,-7,.,11,3,-3,-12,-1,.
hK5 inh,-9,7,-18,-15,-13,-373,-17,11
Wee1 degr inh,6,-1,-1,3,3,3,1,-1
FXIIa inh,-42,11,6,28,1,-32,12,17
p97 ATPase inh,5,2,3,3,-3,-4,-1,5
FXIa inh 1536,9,1,7,22,-5,-15,-1,6

17: CC(=O)N1c2ccccc2C(C)(C)C2CCC(C)CC21 (stereo not drawn)
18: Cc1ccc(C(=O)NC(=S)NNC(=O)CCN2CCOCC2)cc1
19: CCC1=Nc2cc(C(=O)NCc3cccnc3)ccc2Sc2ccc(C)cc21
20: Cc1cc(Cl)c(S(=O)(=O)N2CCN(c3ccc(F)cc3)CC2)cc1OCC(N)=O
21: Cc1ccc(CNC(=O)COC(=O)c2cnccn2)cc1
22: CC(=O)c1sc(NC(=O)c2ccco2)nc1-c1ccccc1
23: COc1ccc(C)cc1NC(=O)CN1CCN(C/C=C/c2ccccc2)CC1
24: O=C(CSc1ncnc2c1oc1ccccc12)NCc1ccc(F)cc1

compound no.,17,18,19,20,21,22,23,24
Rad51 HR inh,-1,-1,-5,-1,-6,-3,-3,8
14-3-3 Bad PPI,-7,-21,0,-3,-4,7,-5[fluorescence artefact?],4[fluorescence artefact?]
eIF4E-4G inh,1,1,-3,0,1[fluorescence artefact?],-7,-2[fluorescence artefact?],-39[fluorescence artefact?]
MDM2 E3 inh,-8,-20,.,1,-32,-18,-21,-26
hK5 inh,-7,37,3,-20,0,-1,-3,24
Wee1 degr inh,3,0,5,-2,-1,1,-1,-1
FXIIa inh,3,28,13,-4,11,20,15,-4
p97 ATPase inh,2,-2,1,1,-1,0,-3,0
FXIa inh 1536,-4,29,2,-2,-6,-1,4,-12

25: FC(F)(F)c1cnc(-n2cc[nH]c2=S)c(Cl)c1
26: COc1ccc(Cc2noc(-c3ccc([N+](=O)[O-])cc3)n2)cc1OC
27: CCN1CCN(CCOCCOc2ccccc2-c2ccccc2)CC1
28: C#CCOCCOCCOCCNc1nc(N2CCN(C(=O)C([C@@H](C)CC)n3cc(C(N)Cc4ccc(O)cc4)nn3)CC2)nc(N2CCN(C(=O)[C@H](CCC(=O)O)n3cc(C(N)CO)nn3)CC2)n1 (stereo partly drawn)
29: O=S(Cc1ccc(Cl)cc1)CC(O)COCc1ccc(Cl)cc1 (stereo not drawn)
30: O=C1N(c2ccccc2)C[C@@H]2C[C@@H](c3cccc4c3OCO4)N3CCC[C@@]123
31: Cc1nc(N2CCN(Cc3ccc4c(c3)OCO4)CC2)c2cc(-c3ccccc3)sc2n1
32: Cc1nc(N)sc1C(=O)N/N=C/c1ccccc1[N+](=O)[O-]

compound no.,25,26,27,28,29,30,31,32
Rad51 HR inh,9,.,.,4,-4,.,2,-1
14-3-3 Bad PPI,-9,3,71*,10,9,5,-1,0
eIF4E-4G inh,2[fluorescence artefact?],3,3,3,2,2,4,-2
MDM2 E3 inh,1,-11,-25,.,12,7,-7,0
hK5 inh,-8,2,34,-2,-4,-2,4,-5
Wee1 degr inh,0,-1,0,-2,0,1,-2,4
FXIIa inh,5,6,24,2,-9,5,6,-4
p97 ATPase inh,-2,6,-7,1,1,2,-4,2
FXIa inh 1536,-6,3,26,-2,1,0,0,0

33: OCCCc1nc2n(n1)C(c1cccs1)C=C(c1ccc(Br)cc1)N2 (stereo not drawn)
34: Cc1nn(CCCC(=O)Nc2cnn(Cc3ccc(F)cc3)c2)c(C)c1[N+](=O)[O-]
35: O=S(=O)(NCCc1ccccn1)c1cccs1
36: O=C(CSC1=Nc2ccccc2C2=NC(c3ccccc3)C(=O)N12)NC1CCCCC1 (stereo not drawn)
37: Cc1ccc(CN=Cc2[nH]c3ccc(Br)c(Cl)c3c2O)cc1
38: CCN1C(=O)C(CC(=O)Nc2ccc(C)cc2C)Nc2cc(S(=O)(=O)N(C)C)ccc21 (stereo not drawn)
39: Cc1cccn2c(=O)c(C=O)c(N3CCCCC3)nc12
40: CCCCOC(=O)C(C)Sc1n[nH]c(=O)[nH]c1=O (stereo not drawn)

compound no.,33,34,35,36,37,38,39,40
Rad51 HR inh,i,-4,10,5,1,-4,-5,.
14-3-3 Bad PPI,15,61,-5[fluorescence artefact?],-9,-4[fluorescence artefact?],-15,-4,1
eIF4E-4G inh,4[fluorescence artefact?],-1,-3[fluorescence artefact?],-11,12[fluorescence artefact?],1,0,4
MDM2 E3 inh,-20,-11,9,-10,-2,-9,2,-15
hK5 inh,-1,1,-7,-42,1,-9,0,.
Wee1 degr inh,-1,1,0,2,-3,-1,-2,0
FXIIa inh,17,5,6,-21,19,1,4,3
p97 ATPase inh,3,1,-1,1,1,1,-6,1
FXIa inh 1536,8,0,3,-14,5,-7,-3,-3

41: COc1cccc(C2N(c3ccccc3)CCN2c2ccccc2)c1OC
42: CC(NC(=O)COC(=O)c1ccc([N+](=O)[O-])s1)c1ccccc1 (stereo not drawn)
43: CCC(OC(=O)c1cccs1)C(=O)NCc1ccc2c(c1)OCO2 (stereo not drawn)
44: Cc1cc(NS(=O)(=O)c2ccccc2)cc(Cl)c1O
45: CCOc1ccc(-c2nn(-c3ccccc3)cc2/C=C2\SC(=S)N(C3CCS(=O)(=O)C3)C2=O)cc1 (stereo not drawn)
46: COc1cccc2c1OCC(C(=O)NCc1ccc(Cl)cc1Cl)=C2
47: COc1ccc(/C=N/Nc2cc(N3CCCC3)nc(N3CCCC3)n2)cc1
48: Cc1ccc(C)c(NC(=O)Cn2nc(-c3ccccc3)nc2-c2ccccc2)c1
49: Cc1oc(-c2ccccc2F)nc1CN1CCC(C(=O)NCc2cccnc2)CC1
50: Cc1cccc(C(=O)NNS(=O)(=O)c2ccccc2)c1O

compound no.,41,42,43,44,45,46,47,48,49,50
Rad51 HR inh,-6,-4,-1,5,-20,3,-5,-7,-1,9
14-3-3 Bad PPI,-15,7,9,6,-17,0,-11,29[fluorescence artefact?],-1,-22
eIF4E-4G inh,1,0[fluorescence artefact?],4,-3,2,1,0,-28,-8,-3
MDM2 E3 inh,0,-6,-5,-22,-33,-9,-6,-7,-9,-7
hK5 inh,-5,-4,5,-16,1,-10,-2,-11,-13,6
Wee1 degr inh,-3,8.9*,3,1,-1,2,0,-1,2,-1
FXIIa inh,3,9,4,9,19,-19,2,3,16,6
p97 ATPase inh,6,6,2,4,3,5,6,1,0,6
FXIa inh 1536,-5,-3,2,-6,5,-3,3,-2,7,-1

Looked up one by one from above, 5 records:
41: COc1cccc(C2N(c3ccccc3)CCN2c2ccccc2)c1OC
50: Cc1cccc(C(=O)NNS(=O)(=O)c2ccccc2)c1O
49: Cc1oc(-c2ccccc2F)nc1CN1CCC(C(=O)NCc2cccnc2)CC1
42: CC(NC(=O)COC(=O)c1ccc([N+](=O)[O-])s1)c1ccccc1 (stereo not drawn)
44: Cc1cc(NS(=O)(=O)c2ccccc2)cc(Cl)c1O

compound no.,41,50,49,42,44
Rad51 HR inh,-6,9,-1,-4,5
14-3-3 Bad PPI,-15,-22,-1,7,6
eIF4E-4G inh,1,-3,-8,0[fluorescence artefact?],-3
MDM2 E3 inh,0,-7,-9,-6,-22
hK5 inh,-5,6,-13,-4,-16
Wee1 degr inh,-3,-1,2,8.9*,1
FXIIa inh,3,6,16,9,9
p97 ATPase inh,6,6,0,6,4
FXIa inh 1536,-5,-1,7,-3,-6
